Source: PubChem BioAssay (National Center for Advancing Translational Sciences (NCATS))
Pol iota inh: qHTS for Inhibitors of Polymerase Iota; DNA polymerase iota (Homo sapiens), Q9UNA4; Pol iota fluorescent replication assay, 10 min; Potency, µM (doses to about 115 µM), for the others: at the top dose activity, negative = inhibition, usual class: inhibitors; 390,000 tested, 1% active; AID 588590, 2011
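Fluorescent replication assay read twice, at 0 min and 10 min after adding 50 nM (final) substrate. Enzyme (10 nM) and compounds were first incubated 15 min at room temperature; enzyme-free buffer wells were negative controls.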
Anesthetic bind: qHTS Assay for Identification of Novel General Anesthetics. Ferritin light chain (Equus caballus), P02791. apoferritin/1-aminoanthracene competitive binding, fluorescence. AID 485281, 2010. 350,000 tested, 0.074% active. Potency, µM (top dose mostly 77.5 µM), inactives show at the highest dose activity change, negative = displacement, actives largely listed as inhibitors; note: % is set by controls: 0 for no effect and ±100 for the full control effect; nearly all actives have a fitted effect of over 20% in size
Target sequence (P02791 2-175 limits assumed): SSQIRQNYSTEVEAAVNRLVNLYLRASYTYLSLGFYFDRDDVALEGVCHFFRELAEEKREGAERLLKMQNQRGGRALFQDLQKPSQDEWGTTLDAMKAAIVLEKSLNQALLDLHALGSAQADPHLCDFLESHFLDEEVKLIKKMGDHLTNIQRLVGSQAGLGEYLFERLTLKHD
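10 uM apoferritin + 50% sat. 1-AMA, PBS; cpd 10 min RT; Ex380/Em535 endpoint; normalized to free probe vs complex; 4-param Hill fit; propofol titration as pos. ctrl.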
BAZ2B inh: qHTS Assay for Inhibitors of BAZ2B; 360,000 tested, 4.4% active; AlphaScreen BAZ2B-H3K14Ac peptide displacement; Potency, µM (titrated, usually from 114 µM), for inactives: at the highest dose activity change, negative = inhibition, hits mostly inhibitors; note: % is set by controls: 0 for no effect and ±100 for the full control effect; nearly all actives have a fitted effect of over 60% in size
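Inhibition is scored as reduced AlphaScreen emission. The BAZ2B/b-H3(5-23)K14Ac complex (50 nM each) in PBS pH 7.4, 0.01% Tween-20 meets compound (up to 110 uM) for 30 min at RT before bead addition.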
APEX1 inh: qHTS Assay for Inhibitors of the Human Apurinic/apyrimidinic Endonuclease 1 (APE1); DNA repair nuclease/redox regulator APEX1 (Homo sapiens), P27695; recombinant APE1, TAMRA/BHQ-2 abasic DNA cleavage fluorescence; Potency, µM (titrated, usually from 65.8 µM), for inactives: top-dose activity change, negative = inhibition, actives largely listed as inhibitors; 350,000 tested, 0.35% active; AID 2517, 2012;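 note: plate controls were vehicle for no effect and reference inhibitor for full effect; nearly all actives have a fitted effect of over 55% in size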
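Activity was derived from the fluorescence gain between first and third kinetic reads (60 s intervals, ex 525/em 598 nm) after 50 nM THF-abasic TAMRA/BHQ-2 duplex was added to 0.75 nM APE1 preincubated 15 min with compound.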
Pol beta inh: qHTS Assay for Inhibitors of DNA Polymerase Beta; AID 485314, 2010; Pol beta primer extension/strand displacement, fluorescence kinetic; P06746; Potency, µM (highest dose often 114 µM), inactives show at the highest dose activity change, negative = inhibition, usual class: inhibitors; 340,000 tested, 1.3% active; note: % is set by controls: 0 for no effect and ±100 for the full control effect
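Values derive from four-parameter Hill fits of normalized kinetic data: reads at 0 and 10 min following addition of 50 nM substrate to 10 nM Pol beta preincubated 15 min with compound.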
POLK inh: qHTS for Inhibitors of Polymerase Kappa. DNA polymerase kappa (Homo sapiens), Q9UBT6. purified Pol kappa, fluorescent DNA synthesis assay, 10 min. Potency, µM (series often up to 107 µM), inactives show top-dose activity, negative = inhibition, actives largely listed as inhibitors. 400,000 tested, 0.53% active; note: % is set by controls: 0 for no effect and ±100 for the full control effect
Target sequence (Q9UBT6 whole entry, looked up): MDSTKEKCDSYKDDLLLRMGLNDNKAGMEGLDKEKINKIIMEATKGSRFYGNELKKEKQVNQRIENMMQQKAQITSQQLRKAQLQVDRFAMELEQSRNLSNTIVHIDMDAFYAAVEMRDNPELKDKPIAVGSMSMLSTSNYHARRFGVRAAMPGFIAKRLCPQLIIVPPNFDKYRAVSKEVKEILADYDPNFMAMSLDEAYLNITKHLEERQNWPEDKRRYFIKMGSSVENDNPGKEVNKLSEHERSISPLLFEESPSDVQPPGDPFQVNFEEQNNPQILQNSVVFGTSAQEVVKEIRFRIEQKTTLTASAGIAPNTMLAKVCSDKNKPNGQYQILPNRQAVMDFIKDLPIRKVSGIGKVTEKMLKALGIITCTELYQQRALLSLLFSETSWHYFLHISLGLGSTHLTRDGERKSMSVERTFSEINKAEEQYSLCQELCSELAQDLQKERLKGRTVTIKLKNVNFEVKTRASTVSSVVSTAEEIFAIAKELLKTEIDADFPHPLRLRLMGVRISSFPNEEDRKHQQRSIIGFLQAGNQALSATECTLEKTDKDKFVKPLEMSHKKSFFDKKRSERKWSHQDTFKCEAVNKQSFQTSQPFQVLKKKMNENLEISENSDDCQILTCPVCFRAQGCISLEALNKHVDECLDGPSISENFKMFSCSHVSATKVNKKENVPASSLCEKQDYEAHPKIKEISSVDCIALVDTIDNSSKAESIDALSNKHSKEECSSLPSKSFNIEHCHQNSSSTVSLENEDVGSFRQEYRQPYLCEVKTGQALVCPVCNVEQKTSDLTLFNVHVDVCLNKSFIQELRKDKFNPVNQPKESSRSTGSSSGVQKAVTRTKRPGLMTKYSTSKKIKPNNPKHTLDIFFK
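Enzyme at 10 nM met test compounds for 15 min at room temperature. Substrate addition (50 nM final) began the reaction, which was monitored by fluorescence at 0 and 10 min.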
Pol eta inh: qHTS for Inhibitors of Polymerase Eta; Potency, µM (titrated, usually from 114 µM), for inactives: at the top dose activity change, negative = inhibition, actives largely listed as inhibitors; DNA polymerase eta (Homo sapiens), Q9Y253; recombinant Pol eta, fluorescent DNA replication assay; AID 588591, 2011; 390,000 tested, 1.2% active; note: % is set by controls: 0 for no effect and ±100 for the full control effect
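Pol eta at 10 nM preincubated with compounds 15 min at room temperature; reaction started with fluorescent substrate (50 nM final) and read kinetically at 0 and 10 min.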
BLM helicase inh: qHTS Assay for Inhibitors of Bloom's syndrome helicase (BLM); RecQ-like DNA helicase BLM (Homo sapiens), P54132; recombinant BLM DNA unwinding, fluorescence dequenching; Potency, µM (top dose mostly 56.1 µM), inactives show at the top dose activity change, negative = inhibition, most hits filed as inhibitors; AID 2528, 2010; 350,000 tested, 0.2% active;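 note: plate controls were vehicle for no effect and no enzyme for full effect; nearly all actives have a fitted effect of over 35% in size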
G9a block: qHTS Assay for Inhibitors of Histone Lysine Methyltransferase G9a; Histone-lysine N-methyltransferase EHMT2 (Homo sapiens), Q96KQ7; G9a H3K9 monomethylation, AlphaScreen, 2 h; Potency, µM (doses to about 102 µM), for the others: at the top dose activity, negative = inhibition, usual class: inhibitors; 350,000 tested, 8.8% active; AID 504332, 2011; note: % is set by controls: 0 for no effect and ±100 for the full control effect; nearly all actives have a fitted effect of over 75% in size
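G9a (20 nM) preincubated 15 min RT with compounds, then 500 nM biotinylated H3K9 peptide and 20 uM SAM added; 2 h RT reaction. Monomethyl-H3K9 product detected by AlphaScreen with anti-H3K9me1 antibody, streptavidin donor and anti-rabbit IgG acceptor beads.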
* = called active by the depositor; ? = inconclusive; nt = no result given; & = joins results of further samples; [ ] = dose if it differs, or a comment. Calls come from the whole dose curve; as a rule, active = well fitted curve in the direction sought with a large enough effect; inconclusive = small, poorly fitted or top-dose-only effect, or another doubt; inactive = no such curve, though single readings can be large; an effect the other way counts as inactive or inconclusive. Potency is the fitted concentration of half-maximal effect. Not all compounds are listed. The share of hits here may be higher or lower than overall.

| canonical_smiles | G9a block | Pol iota inh | Anesthetic bind | Pol eta inh | BAZ2B inh | BLM helicase inh | APEX1 inh | Pol beta inh | POLK inh |
| --- | --- | --- | --- | --- | --- | --- | --- | --- | --- |
| O=C(O)c1ccc(NC(=O)c2cccc(N3C(=O)C4C5CCC(C5)C4C3=O)c2)cc1 (configuration not stated) | 17.5% | 9.6% | -8.6% | -18.9% | 2.1% | -6.5% | 1.4% | 21.0% | -0.6% |
| Cc1cc(N2CCN(C3CCCC3)CC2)n2c(nc3ccccc32)c1C#N | 3.8%[59 µM] | 33.4%[activator] | 48.9%[activator] | -2.5% | -2.3% | 1.2% | 5.2% | -15.6% | -2.4% |
| Cc1ccc(S(=O)(=O)NCc2ccc(C(=O)NC3CCC(C)CC3)cc2)cc1 (configuration not stated) | 19.8% | -8.9% | -20.4% | -17.9% | -12.0% | -0.9% | 10.9% | 8.7% | -1.0% |
| O=C(NN=Cc1ccc(N2CCOCC2)s1)c1ccc([N+](=O)[O-])cc1 | nt | 15.3% | nt | -11.8% | nt | nt | -7.0% | nt | 9.9% |
| CC(=O)OCC(=O)Nc1ccc(Cl)cc1Cl | 17.7%[59 µM] | -1.2% | -15.6% | -4.2% | 11.0% | -2.1% | 2.4% | 23.0% | -2.5% |
| CCCNC(=O)Cn1c(=O)n(CC2CCC(C(=O)NC)CC2)c(=O)c2sccc21 (configuration not stated) | 5.6%[59 µM] | 28.6% | -6.4% | -12.3% | -15.5% | 3.1% | nt | -0.5% | -22.0% |
| Cc1cccc(N2CCN(C(=O)c3ccc(Cl)c(S(=O)(=O)NCc4ccco4)c3)CC2)c1C | -10.9%[59 µM] | -1.0% | -13.9% | -2.4% | -37.8% | -11.7% | ? | 13.2% | -9.2% |
| O=C(NNC(=O)C1CC(=O)N(Cc2ccccc2)C1)c1ccc(Br)cc1 (configuration not stated) | 7.2% | 21.4% | -2.1% | -5.1% | -3.7% | -4.7% | 24.6% | 14.0% | -9.2% |
| CN(C)C=NC(=O)c1ccc([N+](=O)[O-])c(CS(=O)(=O)c2ccc(Cl)cc2)c1 | 54.0%[activator][59 µM] | 11.2% | 1.8% | -6.0% | ? | 1.9% | -1.7% | 1.6% | -10.2% |
| Cc1nc2ccccc2c(=O)n1NC(=O)CCC(=O)O | -20.3% | 24.3% | -4.5% | -5.8% | -29.2% | -2.6% | 7.3% | -22.7% | 3.1% |
| COc1cccc(-n2c(SCC(=O)NCCc3ccccc3)nnc2-c2ccoc2C)c1 | ? | 10.5% | ? | -2.8% | ? | -1.7% | -0.3% | 21.8% | -7.7% |
| O=C(NCc1ccccc1)C1CCCN(S(=O)(=O)c2cccc3nsnc23)C1 (configuration not stated) | 11.2% | ? | -6.8%&-12.0% | -17.1%&-11.1% | -1.2% | -1.7%&-0.6% | 46.2%[activator] | 1.7%&30.1% | 0.0%&-20.4% |
| O=C(O)c1ccc(NC(=O)c2cccs2)cc1 | -2.3%[59 µM] | 23.2% | -10.5% | -4.3% | 5.2% | 2.0% | 4.0% | 2.4% | -22.7% |
| COc1ccc(C(=O)NCCC2=CCCCC2)cc1 | 15.9%[59 µM] | 9.1% | 1.6% | -7.4% | 9.1% | -0.2% | 0.8% | 0.1% | 0.2% |
| COc1ccc(CCNC(=O)c2cc3c(=O)n4ccccc4nc3n(CCCN3CCOCC3)c2=N)cc1OC | nt | ? | -11.2% | -23.8% | ? | 45.5%[activator] | -4.6% | 35.5µM* | -15.0% |
| FC(F)(F)c1cnc(/C=C/Nc2ccccc2Cl)c(Cl)c1 | 107.4%[activator][59 µM] | -2.4% | -11.1% | -2.7% | -27.1% | -3.5% | 4.6% | 21.5% | -7.7% |
| Cc1ccc(NC(=S)N(CCN2CCCCC2)Cc2ccco2)cc1Cl | 50.1µM* | 119.7%[activator] | -2.5% | -17.8% | -31.8% | -5.3% | -3.9% | ? | -3.1% |
| COc1ccccc1C(=O)NCCCn1cc(Br)c(C)n1 | 2.8%[59 µM] | -16.0%[58.9 µM] | -2.1% | -4.4% | -4.5% | -0.8% | 2.5% | 4.1% | -6.2% |
| Clc1ccccc1C1=CC(c2ccco2)n2ncnc2N1 (configuration not stated) | 35.5µM* | 161.3%[activator] | 132.4%[activator] | -19.3% | -22.5% | -1.3% | -2.6% | 22.3% | 0.2% |
| C=CCn1c(SCC(=O)Nc2cc(C)on2)nnc1-c1ccccc1OC | nt | 5.4% | nt | 7.5% | nt | nt | 21.3% | nt | 5.0% |
| CC(C)c1ccc(Nc2cc(C(=O)NCCCN(C)Cc3ccccc3)c3ccccc3n2)cc1 | -5.5%[59 µM] | -18.5% | -0.5% | 3.1% | 6.0% | 0.7% | nt | -0.1% | -0.7%[60.1 µM] |
| CCNc1c(NS(=O)(=O)c2ccc(OC)c(Cl)c2)c(=O)oc2ccccc12 | 19.4% | -16.7% | 2.3% | 4.8% | -22.0% | -2.0% | 28.4% | 10.9% | 8.7% |
| CCOCCCn1c(=NC(C)=O)c(C(=O)OCC)cc2c(=O)n3ccccc3nc21 | ? | 19.1%&-1.2% | 377.8%[activator] | -11.4%&-17.1% | 9.5% | 0.1% | 0.8% | 3.6% | -6.4%&-3.2% |
| Brc1ccc(-c2csc(-c3c[nH]c4ccccc34)n2)cc1 | 18.5%[2.33 µM] | 21.6% | 2.6% | -16.4% | -6.9% | -4.0% | -3.0% | -0.7% | -8.7% |
| Cc1ccc(NC(=O)c2ccco2)c(NC(=O)Cc2cccs2)c1 | -3.5%[2.33 µM] | 13.1% | -10.7% | -10.4% | -3.9% | -1.9% | -1.6% | 23.8% | -4.1% |
| COc1ccc(CN2C(=O)C(CC(C)C)Nc3ncnc(N4CCN(c5ccccn5)CC4)c32)cc1 (configuration not stated) | -2.4%[2.33 µM] | 4.4% | nt | -5.9% | -33.5% | nt | 14.5% | nt | 2.2% |
| CCCCn1c(N)c(N(CC)C(=O)c2cc(S(=O)(=O)N3CCCCCC3)ccc2OC)c(=O)[nH]c1=O | 4.1% | -19.8% | nt | -13.3% | -4.0% | nt | -6.0% | nt | -12.1% |
| Cc1sc(NC(=O)C2CCCCC2C(=O)O)c(C(N)=O)c1C (configuration not stated) | nt | 0.8% | -4.5% | -16.5% | -15.7% | 0.5% | -4.3% | 7.1% | -17.9% |
| COc1ccc(NC(=O)N2CC3(CCN(C(=O)c4ccco4)CC3)C2)cc1 | 7.8%[12.7 µM] | nt | nt | nt | nt | 6.3% | -4.6% | nt | 2.3%[60.1 µM] |
| COC(=O)c1c(NC(=O)Cc2cccs2)sc(C(=O)N2CCCCC2)c1C | -3.2%[59 µM] | 12.9% | 4.0% | 3.4% | 13.1% | -4.1% | 22.1% | 10.1% | -2.2% |
| Cc1nnc2n1NC(c1ccc(Cl)cc1)C(C(=O)N(C)C1CCCCC1)S2 (configuration not stated) | -24.5% | -1.3% | -15.8% | 2.2% | 0.0% | -0.8% | -0.1% | 21.3% | -7.5% |
| O=C(O)/C(=C\c1cccs1)Sc1nnc(-c2ccc(F)cc2)o1 | 1.0% | -16.7% | -12.2% | -11.9% | -5.7% | 1.2% | 3.2% | -1.8% | 3.1% |
| COc1ccccc1/C=N/N1C(=O)C2C3C=CC(CC3)C2C1=O (configuration not stated) | -3.6% | -3.8% | -22.4% | -11.1% | -3.1% | -10.1% | 1.6% | 9.1% | -9.8% |
| CC(C)c1ccc(NC(=S)Nc2ccc(OC(F)(F)F)cc2)cc1 | 5.7% | 15.3% | -10.3% | -16.8% | -21.0% | -7.2% | 6.8% | 3.2% | 10.2% |
| CCc1ccc(NC(=O)c2sc(-n3nc(C)c(Cc4ccc5c(c4)OCO5)c3C)nc2C)cc1 | -6.5%[59 µM] | -18.1% | 2.9% | 4.5% | -12.6% | -3.9% | nt | -0.5% | -2.3% |
| Cc1nnc(NC(=O)Cn2nc(C)c3ccccc3c2=O)s1 | 13.5% | 75.2%[activator] | -5.5% | -9.7% | -3.3% | -0.8% | -1.7% | 0.6% | -4.2% |
| CCN(CC)S(=O)(=O)c1ccc(N(C)Cc2ccc(C(F)(F)F)cc2)nc1 | 34.8%[59 µM] | -11.4% | 54.6%[activator] | ? | 0.1% | -15.2% | -5.2% | 0.7% | -17.8% |
| O=C(COC(=O)CN1C(=O)C2CCCCC2C1=O)Nc1cc(S(=O)(=O)N2CCOCC2)ccc1Cl (configuration not stated) | -44.6% | 4.0% | -12.0% | -1.0% | -18.9% | -0.9% | 3.0% | 0.0% | -5.1% |
| O=C(CCOc1ccccc1)Nc1ccc(Br)cc1 | 43.5%[activator][59 µM] | 82.3%[activator] | -6.9% | -6.9% | -27.4% | -7.1% | 39.2% | 2.8% | -11.8% |
| Cc1ccc(N(C(=O)c2cnccn2)C(C(=O)NC2CCCCC2)c2ccc(O)cc2)cc1 (configuration not stated) | 6.3% | 108.7%[activator] | -12.6% | -2.9% | 2.2% | -2.3% | -1.9% | 0.8% | -2.2% |
| CCn1c(SCC(=O)Nc2nccc(C)n2)nc2ccccc21 | 3.6% | ? | -7.4% | -21.5% | -16.4% | -12.0% | -1.9% | 79.4µM* | -4.5% |

Results in G9a block, POLK inh and Pol beta inh, for some of the entries so far:
| smiles | G9a block | POLK inh | Pol beta inh |
| --- | --- | --- | --- |
| CCc1ccc(NC(=O)c2sc(-n3nc(C)c(Cc4ccc5c(c4)OCO5)c3C)nc2C)cc1 | -6.5%[59 µM] | -2.3% | -0.5% |
| Cc1nnc(NC(=O)Cn2nc(C)c3ccccc3c2=O)s1 | 13.5% | -4.2% | 0.6% |
